KOR beta-arrestin-1: kappa opioid receptor blockers – cell-based, luminescence, uHTS (AID 1778); KOR beta-arrestin recruitment, luminescence, antagonist mode; higher % means a stronger effect; inhibition, % at 10 µM; hits with a dose series show IC50 in µM; actives 0.091% (n = 290,000); also: strong numbers were not always called active
TNAP activation fold: stimulation of alkaline phosphatase TNAP activity – biochemical, luminescent, no phosphate acceptor, uHTS, primary screen (AID 1001). purified TNAP, luminescent activation assay, no phosphate acceptor; higher activation fold means a stronger effect. actives 0.03% (n = 200,000). one-dose activation fold at 20 µM; EC50 in µM for titrated hits; in the data active = activation fold from about 3, or a potency from the dose series; inactive = the rest, 99 in 100 with activation fold below about 1.6; also: many of its hits are not listed in these tables
NOD1 NF-kB reporter: NOD1 signaling inhibitors, primary screen, cell-based, luminescence, uHTS (AID 1578). actives 1% (n = 290,000). inhibition, % at 4 µM; hits with a dose series show EC50 in µM. NOD1-driven NF-kB luciferase reporter cells, luminescence; higher % means a stronger effect; in the data active = inhibition mostly above about 36%, no sharp cut-off; inactive = mostly below about 34%;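 also: HEK-293T reporter cells stimulated with the NOD1 agonist gamma-tri-DAP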
PMI inhibition: MPI inhibition at elevated mannose 6-phosphate – biochemical, fluorescence intensity, high mannose 6-phosphate, primary screen (AID 1220); recombinant PMI enzyme, coupled fluorescence intensity; higher % means a stronger effect; inhibition, % at 20 µM, or IC50 in µM where a hit was titrated; actives 0.66% (n = 190,000)
XIAP antagonists: XIAP antagonists, biochemical, IAP family, fluorescence polarization (AID 1018); XIAP BIR domain, fluorescence polarization peptide displacement; higher % means a stronger effect; displacement, % at 20 µM; hits with a dose series show IC50 in µM; actives 0.007% (n = 200,000); in the data active = displacement above about 50%; also: a part of the inactive calls stands beside numbers as strong as those of hits
PMI inhibitors: inhibitors of human PMI, primary screen, biochemical, fluorescence intensity, coupled assay (AID 1209). actives 0.42% (n = 190,000). purified PMI enzyme, coupled fluorescence intensity; higher % means a stronger effect. inhibition, % at 20 µM; hits with a dose series show IC50 in µM;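 also: plate controls were DMSO vehicle for no effect and wells lacking substrate for full effect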
KOR beta-arrestin-2: kappa opioid receptor activators – cell-based, luminescence, uHTS, primary screen (AID 1777) | KOR beta-arrestin recruitment, luminescence; higher % means a stronger effect | one-dose activation, % at 10 µM; EC50 in µM for titrated hits | actives 0.02% (n = 280,000); in the data active = activation above about 50%, passing the limit was not always enough; also: a part of the inactive calls stands beside numbers as strong as those of hits
LYP inhibition: PTPN22 lymphoid phosphatase activity blockers – biochemical, fluorescence intensity, uHTS (AID 1779). recombinant LYP phosphatase, fluorescence intensity; higher % means a stronger effect. inhibition, % at 11.5 µM, or IC50 in µM where a hit was titrated. actives 0.054% (n = 290,000);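 also: plate controls were vehicle with enzyme for no effect and no enzyme for full effect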
HEK293 NOD2/NF-kB: NOD2 signaling inhibitors, cell-based, luminescence, uHTS, HEK293 (AID 1566) | HEK293 NOD2/NF-kB luciferase reporter, luminescence; higher % means a stronger effect | one-dose inhibition, % at 4 µM; EC50 in µM for titrated hits | actives 0.63% (n = 290,000); also: many of its hits are not listed in these tables
* marks the source's active call; other numbers are inactive results; . = not tested or not shown; [ ] = another dose, or the depositor's remark. Rule as the data show it, unless noted: active = inhibition above about 50%; inactive = the rest. An excerpt. The share of hits here may be higher or lower than overall.

SMILES	KOR beta-arrestin-1	TNAP activation fold	NOD1 NF-kB reporter	PMI inhibition	XIAP antagonists	PMI inhibitors	KOR beta-arrestin-2	LYP inhibition	HEK293 NOD2/NF-kB
Cn1c(=O)c2ncn(CC(=O)N/N=C/C=C/c3ccccc3)c2n(C)c1=O	.	1	-30%	14%	-5.4%	6%	.	3%	9%
COC(=O)c1ccc(N2C(=O)C3CC=CC(C)C3C2=O)cc1 (stereo not given)	-33%	1	-24%	12%	-8.9%	2%	7.7%	-5%	-7%
COc1ccc(C(=O)NC(=S)NNC(=O)c2c(-c3ccccc3)noc2C)cc1OC	32%	.	-8%	.	.	.	2.3%	-5%	23%
CC(C)NC(=O)c1ccc2c(c1)N(CC(=O)N1CCCCC1)C(=O)C(C)(C)O2	-10%	.	1%	.	.	.	0.3%	3%	1%
O=C(c1nc2ccccn2c1CN1CCC(Cc2ccccc2)CC1)N1CCCC1	-23%	1.1	7%	2%	-7.3%	7%	1.9%	-4%	1%
COc1ccccc1NC(=O)/C=C/C(=O)O	0%	1.1	-47%	5%	-8.8%	-14%	-4.3%	-5%	11%
Cc1ccc(Sc2ncccc2COC(=O)Nc2c(C)cccc2C)cc1	-4%	1.1	-9%	11%	-8.3%	13%	-0.8%	-4%	21%
Cc1ccc(NC(=O)/C=C/c2ccc([N+](=O)[O-])s2)cc1	-51%	1	65%	-2%	-22%	-5%	14%	-7%	-28%
Cc1nnc(SCC(=O)N(Cc2ccccc2)C(C)(C)C)[nH]c1=O	8%[20 µM]	1.1	-20%	-2%	13%	2%	.	-9%	8%
COc1ccccc1/C=C/C(=O)c1ccccc1	13%	.	-7%	.	.	.	3.3%	-3%	-53%
Cc1cc(C)n(-c2nc(C(=O)O)cs2)n1	3%	1.1	-52%	-12%	-3.0%	-12%	-2.6%	-4%	12%
OCC(CO)(CO)N=Cc1c(O)ccc2ccccc12	5%	1.1	-12%	39µM*	-5.3%	37%	-2.9%	-3%	0%
C=CCN1CN(S(=O)(=O)c2ccc(OC)cc2)c2nc3ccccc3nc21	-5%	.	-14%	.	.	.	-1.6%	0%	7%
Cc1ccc(NNC(=S)Nc2ccc(C(C)C)cc2)c(C)c1	0%	1.1	-43%	-76%	-4.4%	-28%	-7.7%	0%	-15%
CCc1ccccc1N1CC(C(=O)Nc2cc(C)on2)CC1=O (stereo not given)	-26%	.	-27%	.	.	.	4.5%	-4%	-2%
Cc1cccc(NC(=O)c2nc[nH]c2C(=O)NCC(=O)OCc2ccccc2)c1	-28%	.	1%	.	.	.	1.4%	1%	5%
CC(C)NCc1cc(Br)ccc1OCc1ccccc1	-6%	1.1	-43%	-13%	-7.3%	-12%	22%	-6%	1%
Cc1ccc(-n2nc3c(=O)n(CCCC(=O)NCCc4ccccc4C)nc(C)c3c2C)cc1	21%	.	-2%	.	.	.	7.4%	-8%	36%
Cc1nnc(-c2cccc(Br)c2)c2cn(-c3cccc(Br)c3)nc12	-13%	1.1	-30%	14%	-7.7%	17%	7.3%	-5%	6%
O=C(c1ccc(N2CCCC2=O)cc1)N1CCCCCC1	11%	1	12%	18%	-4.9%	5%	7.7%	-9%	13%
COc1ccc2c(=O)cc(C(=O)O)oc2c1	-7%	1	-24%	-4%	-5.0%	-7%	0.5%	-3%	1%
Cc1cc(NC(=O)[C@H](C)NC(=O)c2ccco2)ccc1Br	17%	.	-8%	.	.	.	0.0%	-7%	-1%
COc1ccc(/C=N/Nc2cc(C)nc3ccc(Br)cc23)cc1	-86%	.	-8%	.	.	.	2.2%	-7%	5%
Cc1ccc(S(=O)(=O)/N=C(/c2ccc(F)cc2)N2CCCCC2)cc1	13%	1.1	-19%	-8%	-7.9%	2%	2.8%	-3%	-4%
COc1cc(/C=C/C(=O)O)cc(OC)c1OC	44%	.	1%	.	.	.	5.2%	-4%	-20%
COc1ccc(C2CC(=O)c3c(C)nc(N4CCN(c5ccccc5)CC4)nc3C2)cc1 (stereo not given)	-46%	1	24%	-3%	-5.4%	-2%	-1.7%	4%	-8%
COCC(C)NC(=O)/C=C/c1ccc(OC)cc1 (stereo not given)	-8%	1.1	-37%	13%	-6.5%	9%	-2.0%	-6%	-6%
N#C/C(=C(/O)CSc1nnc(Cc2cccs2)n1C1CCCCC1)c1nc2ccccc2[nH]1	-48%	1	29%	4%	-5.7%	6%	-1.1%	6%	-5%
C=CCNC(=O)CCCOc1cc(C)ccc1C	-8%	1.1	0%	6%	-5.6%	2%	2.7%	-12%	-9%
COCCN(C(=O)c1csnn1)C(C(=O)NC1CCCCC1)c1cccs1 (stereo not given)	-4%	1.2	.	3%	-1.3%	7%	-3.8%	-9%	1%
COc1cccc(NC(=O)Nc2cc(C)on2)c1	20%[20 µM]	.	-21%	.	.	.	-6.1%	-6%	0%
Cc1ccc2nc(SCc3nnc(-c4ccccc4Br)o3)[nH]c2c1	-19%	1.1	1%	15%	-6.5%	15%	0.2%	-9%	8%
Cc1ccc(C)c(Cn2c(=O)n(-c3ccc(CC(=O)NCc4ccco4)cc3)c(=O)c3sccc32)c1	-14%	1.2	-15%	10%	-5.2%	11%	-2.5%	3%	16%
Cc1ccc(C(=O)Nc2nc3ccccc3s2)s1	-11%	1.1	-33%	0%	-2.1%	2%	-1.1%	-10%	-143%
Cc1cc(C)nc(NS(=O)(=O)c2ccc(NC(=O)CN3C(=O)S/C(=C\c4ccccc4)C3=O)cc2)n1	24%	0.9	10%	6%	-7.9%	14%	3.7%	-4%	15%
COc1cccc(OC)c1C(=O)Nc1ccc(Cc2ccncc2)cc1	16%	1.2	-30%	-10%	1.4%	1%	-2.6%	4%	-4%
CC(C)NC(=O)c1cccc(Br)c1	-50%	1.1	10%	-5%	1.1%	-6%	2.8%	-2%	5%
Cc1ccc(NC(=O)c2ccc3c(c2)N(CC(=O)NC(C)C)C(=O)C(C)(C)O3)cc1	12%	.	-24%	.	.	.	-5.2%	-5%	8%
CC(C)(C)OC(=O)NCCCC[C@H](NC(=O)c1nc[nH]c1C(=O)N[C@@H](CCCCNC(=O)OC(C)(C)C)C(=O)OC(C)(C)C)C(=O)OC(C)(C)C	-10%	.	-5%	.	.	.	2.0%	5%	10%
COc1cc([C@H](Cc2ccccc2)NC(C)=O)oc(=O)c1	4%	1.1	0%	54%*	-2.2%	13%	-3.1%	-4%	15%
Cc1ccc(N2C(=O)c3ccc(C(=O)NCCN4CCOCC4)cc3C2=O)cc1	-13%	0.9	-17%	-6%	-3.7%	-13%	8.5%	0%	14%
CC(=NCc1ccco1)c1c(C)[nH]n(-c2nc3ccccc3s2)c1=O	8%	0.9	17%	-4%	-2.8%	5%	2.2%	-1%	-33%
CCOc1nc(NC(=O)NC(=O)c2ccccc2)nc(-c2ccccc2)n1	-9%	1	-33%	-13%	-2.9%	5%	17%	8%	-6%
COc1cc(C2C(C#N)=C(N)OC3=C2C(=O)CC(C)(C)C3)cc([N+](=O)[O-])c1O (stereo not given)	18%	.	0%	.	.	.	-2.6%	2%	23%
CC(=O)Nc1c(-c2ccccc2)c2cc(Br)ccc2[nH]c1=O	29%	.	10%	.	.	.	1.9%	-6%	9%
CCn1ccnc1CN(C)Cc1nc(CCC(C)C)no1	2%[20 µM]	1.1	-42%	17%	-5.3%	11%	-2.4%	-8%	-6%
O=C(O)CSc1nnc(SCc2cccc3ccccc23)s1	14%	1.1	-20%	3%	-7.8%	4%	-2.0%	-5%	-4%
CCOC(=O)N1CCC(N2C(=O)c3ccc(C(=O)NCCOC)cc3C2=O)CC1	19%	.	1%	.	.	.	2.0%	-12%	18%
COc1ccc(-c2ccoc2)cc1[C@H]1[C@H]2C=CC[C@@H](C)[C@@H]2C(=O)N1Cc1ccccc1	20%	.	2%	.	.	.	-2.2%	2%	12%
N/C(=C/C(=O)c1ccccc1O)C(F)(F)F	22%	1.2	1%	-5%	-4.1%	7%	0.2%	-6%	8%
Cc1ccc(NC(=O)Cn2nc(C)c([N+](=O)[O-])c2C)cc1C	-18%[20 µM]	1	-6%	6%	-3.4%	3%	-5.8%	-6%	10%
CCOc1ccccc1NC(=O)CCSc1nc2n[nH]c(C)c2c(=N)n1-c1ccccc1Cl	-3%	1.2	-30%	19%	-8.0%	22%	2.4%	3%	-1%
Cc1ccccc1C(=O)NC1CCN(CC(=O)Nc2ccc3c(c2)OCCO3)CC1	-5%	1	-20%	-14%	-6.5%	-11%	-0.7%	-4%	7%
CCc1cccc(NC(=O)COc2ccccc2)c1	-17%	1.1	-54%	4%	-3.0%	11%	1.6%	-4%	2%
c1sc2[n+](c1C13CC4CC(CC(C4)C1)C3)CCS2	-10%	1.1	28%	-9%	-4.5%	-6%	0.2%	-1%	14%
C/C(=N/OCC(=O)Nc1ccccc1)c1cccs1	32%	1.1	-29%	6%	-2.5%	10%	3.4%	-9%	-48%
NS(=O)(=O)c1ccccc1	13%	.	-9%	.	.	.	-3.2%	-1%	-7%
OCCC1CN(Cc2cccn2-c2cccnc2)CCN1C1CCCCC1 (stereo not given)	8%	1	-12%	2%	-4.3%	2%	-1.4%	-6%	0%
Cc1ccccc1C(=O)Nc1nnc(SCC(=O)NCc2ccco2)s1	1%	.	-14%	.	.	.	5.9%	-3%	-54%
CN(C)C(=S)Nc1ccc(S(=O)(=O)N2CCCCC2)cc1	5%	.	-2%	.	.	.	5.1%	-8%	16%

Some of the entries so far, with two lines to a compound.
Order of values – KOR beta-arrestin-1	TNAP activation fold	NOD1 NF-kB reporter	PMI inhibition	XIAP antagonists	PMI inhibitors	KOR beta-arrestin-2	LYP inhibition	HEK293 NOD2/NF-kB
c1sc2[n+](c1C13CC4CC(CC(C4)C1)C3)CCS2
    -10%	1.1	28%	-9%	-4.5%	-6%	0.2%	-1%	14%
CCn1ccnc1CN(C)Cc1nc(CCC(C)C)no1
    2%[20 µM]	1.1	-42%	17%	-5.3%	11%	-2.4%	-8%	-6%
OCCC1CN(Cc2cccn2-c2cccnc2)CCN1C1CCCCC1 (stereo not given)
    8%	1	-12%	2%	-4.3%	2%	-1.4%	-6%	0%

Later entries
SMILES	KOR beta-arrestin-1	TNAP activation fold	NOD1 NF-kB reporter	PMI inhibition	XIAP antagonists	PMI inhibitors	KOR beta-arrestin-2	LYP inhibition	HEK293 NOD2/NF-kB
CCCCN(CCCNC(=O)C1CCN(S(=O)(=O)CC)CC1)c1ccccc1	23%	1.1	-9%	24%	1.7%	1%	-1.1%	-5%	1%
CC1(C)CC(n2c(=S)[nH]c3ccccc3c2=O)CCO1 (stereo not given)	6%	1.1	-21%	11%	-3.8%	11%	-4.5%	-2%	13%
Cc1ccccc1NC(=O)c1nc(S(C)(=O)=O)ncc1Cl	19%	.	39%	.	.	.	7.0%	-8%	46%
CSc1ccc(S(=O)(=O)NCCOc2ccccc2C)cc1	-33%	1.1	-3%	8%	-6.2%	13%	-2.6%	-7%	13%
CCCC(=O)Nc1sc2c(c1C(=O)Nc1ccccn1)CCCC2	-15%	1	-48%	10%	-0.1%	16%	0.5%	-2%	6%

As a working copy, 2 of the compounds above.
SMILES	KOR beta-arrestin-1	TNAP activation fold	NOD1 NF-kB reporter	PMI inhibition	XIAP antagonists	PMI inhibitors	KOR beta-arrestin-2	LYP inhibition	HEK293 NOD2/NF-kB
CCCCN(CCCNC(=O)C1CCN(S(=O)(=O)CC)CC1)c1ccccc1	23%	1.1	-9%	24%	1.7%	1%	-1.1%	-5%	1%
CC1(C)CC(n2c(=S)[nH]c3ccccc3c2=O)CCO1 (stereo not given)	6%	1.1	-21%	11%	-3.8%	11%	-4.5%	-2%	13%

Assay outcomes (PubChem)
